# From PubChem
# APP 5'UTR act: activates APP 5'UTR luciferase reporter. SH-SY5Y APP 5'UTR luciferase reporter, luminescence; zero percent = DMSO vehicle wells. activation, % at 2 µM. actives 1% (n = 190,000). AID 1276;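 active = activation above a set limit, based on mean plus 3 SD of controls, cut at about 140% in these data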; also: values of inactives mirror those of a sister screen read the other way
# Redox H2O2 prof: compounds producing H2O2 with reducing agent – biochemical, NIH compound library profiling, artefact control for MLSCN library redox annotation, primary screen; AID 878; actives 0.03% (n = 200,000); activation, % at 10 µM; DTT-dependent redox cycling H2O2, phenol red/HRP absorbance; 100% = 100 µM peroxide control, 0% = buffer;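 active = activation of at least 50% relative to the plate's high and low controls in the primary single-dose screen; inactive = activation below 50%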;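 also: compound incubated with DTT at 0.8 mM final as the reducing agent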
# HMGR II inh: blocks class II HMG-CoA reductase of Enterococcus faecalis | AID 1066 | purified E. faecalis HMGR, NADPH absorbance 340 nm kinetic | actives 0.41% (n = 190,000) | inhibition, % at 10 µM;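 active = inhibition above a set limit, the median over all tested compounds plus 3 SD, cut at about 9.5% in these data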;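 also: enzyme runs in reverse so mevalonate oxidation gives rising NADPH absorbance; 0% = complete reaction with DMSO and 100% = background rate lacking mevalonate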
# FLuc act counter: affects firefly luciferase, flagging false hits in luciferase stimulation screens | P08659 | ATPlite luciferase biochemical, luminescence, 10 min; 0 = ATP-free wells, 1 = DMSO control | activation factor at 10 µM | 200,000 tested, under 10 active | AID 1027;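 active = luciferase activation factor, scaled between plate controls, of at least 2 with compound at 10 µM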
# Target sequence (P08659 whole entry, looked up): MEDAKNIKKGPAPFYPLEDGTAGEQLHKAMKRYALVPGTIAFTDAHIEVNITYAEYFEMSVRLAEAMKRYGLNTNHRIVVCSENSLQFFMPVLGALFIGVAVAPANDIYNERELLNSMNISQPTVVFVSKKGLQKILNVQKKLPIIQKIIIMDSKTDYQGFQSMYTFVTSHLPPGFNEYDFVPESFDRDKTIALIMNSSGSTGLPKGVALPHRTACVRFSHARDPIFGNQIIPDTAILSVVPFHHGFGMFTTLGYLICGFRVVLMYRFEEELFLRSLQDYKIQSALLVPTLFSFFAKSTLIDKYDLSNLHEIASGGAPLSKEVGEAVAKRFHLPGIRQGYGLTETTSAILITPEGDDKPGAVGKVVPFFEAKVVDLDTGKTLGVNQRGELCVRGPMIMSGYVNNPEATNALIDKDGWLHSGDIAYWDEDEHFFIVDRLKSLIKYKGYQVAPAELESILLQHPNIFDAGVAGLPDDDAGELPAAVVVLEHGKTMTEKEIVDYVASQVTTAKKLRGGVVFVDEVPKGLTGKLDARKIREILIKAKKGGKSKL
#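 Material: luciferase plus luciferin reagent, cell-free. Medium: PBS buffer for ATP. Also added: ATP substrate, dispensed from a 10.24 µM working solution in PBS. Doses: test compounds dosed from 2 mM stocks in 100% DMSO. Incubation: 10 min post-reagent at room temperature. Technique: light output (luminescence). Read-out basis: luminescence gain marking luciferase activators.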
# STAT1 activator: increases IFN-gamma driven STAT1 reporter signal; NIH 3T3 STAT1-luciferase reporter, luminescence; 100% = IFN-gamma alone, no compound; activation (% of control), % at 5.5 µM; actives 2.6% (n = 200,000);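 active = activation above the screen-wide mean activation plus 3 SD, cut at about 130% in these data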;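 also: raw ratio to IFN-gamma control signal so 100% means no change and 0% no light; values of inactives mirror those of a sister screen read the other way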
# Hsp70 act: transcriptional activators of Hsp70; HeLa Hsp70 promoter luciferase reporter, luminescence; scaled: vehicle 0, proteasome-inhibitor control 100%; activation, % at 10 µM; actives 0.04% (n = 200,000);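 active = activation above the mean across all tested compounds plus 3 SD, cutoff set per campaign, cut at about 5.5% in these data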;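 also: 100% = MG132 at 30 µM as the positive control and 0% = DMSO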
# FLuc inhib CS: inhibits firefly luciferase, flagging false hits in luciferase inhibition screens. P08659. ATPLite firefly luciferase biochemical luminescence, 10 min. inhibition, % at 10 µM. actives 1.5% (n = 200,000);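 active = inhibition above about 50% when tested at 10 µM, limit read from the data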
# G6PDH CS: counter-screen for G6PDH assay hits: L. mesenteroides G6PDH inhibition. AID 1020. inhibition, % at 5 µM. Purified L. mesenteroides G6PDH, diaphorase/resazurin coupled fluorescence, 45 min. actives 0.12% (n = 200,000); in the data active = inhibition above about 50%
# NF-kB expr up: compounds increasing NF-kB expression in human neuronal cells | actives 1.6% (n = 190,000) | fold change at 12.5 µM | NF-kB reporter expression; stronger effect = higher value; in the data active = fold change above about 3.3
# APP transl inh: APP translation inhibition; actives 0.82% (n = 190,000); SH-SY5Y APP 5'UTR-luciferase reporter, luminescence; AID 1285; inhibition, % at 2 µM;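 active = inhibition above a set limit, derived from the sample mean plus 3 SD, cut at about 45% in these data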; also: values of inactives mirror those of a sister screen read the other way
# * hit, by the source's call; . = not tested or not shown. Compounds were not picked by outcome; overall some 5.3% were active at least once.
# Value order: APP 5'UTR act	Redox H2O2 prof	HMGR II inh	FLuc act counter	STAT1 activator	Hsp70 act	FLuc inhib CS	G6PDH CS	NF-kB expr up	APP transl inh
> Cc1cc([N+](=O)[O-])cc2c1NCC1CC=CC21 (configuration not stated)
    3.7	-0.9	-1.4	1	95.3	-0.4	-4.2	-1.9	1.22	-3.7
> COc1ccc(C(=O)C2CCCN(C(=O)/C=C/c3ccccn3)C2)c(C)c1 (configuration not stated)
    13.4	-0.9	-0.7	1	93.4	-0.3	-1.1	6.2	.	-13.4
> Cc1ccccc1NS(=O)(=O)CCCCC(Cl)(Cl)Cl
    -5.1	0.0	-5.3	1.1	99.6	0.2	-6.2	0.2	1.08	5.1
> CCCc1[nH]nc2c1C(c1ccc(OCCN3CCOCC3)c(OCC)c1)C(C#N)=C(N)O2 (configuration not stated)
    -19.5	-0.9	-4.8	1.1	102.6	-0.2	-9.8	-4.8	1.11	19.5
> CC(C)c1nc2oc3c(NCC4CCCO4)ncnc3c2c2c1COC(C)(C)C2 (configuration not stated)
    15.8	-0.9	1.1	1.1	112.9	-0.2	-5.3	1.0	0.5	-15.8
> O=C(COC(=O)c1ccccn1)Nc1ccccc1Cl
    13.2	1.0	-0.6	0.9	95.7	0.1	6.2	-2.4	1.06	-13.2
> Cc1nnc(SCc2nnc(-c3ccccc3Br)o2)s1
    8.3	0.1	-0.1	1	109.4	0.0	-2.4	2.4	1.14	-8.3
> O=C(NCCc1ccccc1)c1cccc([N+](=O)[O-])c1
    28.2	-0.2	-2.2	1	127.5	0.1	0.7	8.4	1.43	-28.2
> CC(CN1CCCCC1)OC(=O)c1cc2ccccc2o1 (configuration not stated)
    -4.2	-0.1	0.1	1	102.7	0.1	-0.6	-0.1	1.06	4.3
> Cc1ccc(S(=O)(=O)CC(C)N2CCOCC2)c(S(=O)(=O)CC(C)N2CCOCC2)c1 (configuration not stated)
    22.2	2.0	-7.9	1.1	104.2	-0.4	-7.2	10.2	1.27	-22.2
> COc1ccc(S(=O)(=O)Nc2c(C)nc3nc[nH]n3c2=O)cc1
    18.7	-0.3	-6.1	1.1	90.0	-0.2	-5.9	4.9	0.95	-18.7
> CCCCOc1ccc(C(=O)NCc2ccncc2)cc1
    -14.4	0.3	-0.1	1.1	94.5	-0.2	-6.9	17.0	1.15	14.4
> FC(F)(F)c1cnc(-c2cnc(-c3ccccn3)nc2)c(Cl)c1
    121.2	-0.9	1.0	0.4	107.6	-0.2	63.8*	1.1	1.05	-121.2
> CCn1c(SCC(O)c2ccccc2)nnc1-c1ccccc1 (configuration not stated)
    3.7	-0.4	-3.7	1	116.7	-0.1	4.2	15.9	1.17	-3.7
> O=C1C(=O)N(CCN2CCCCC2)c2ccccc21
    4.5	1.1	-2.5	1.1	99.7	-0.5	-10.4	10.2	1.22	-4.5
> O=C(Nc1nc(-c2ccccn2)cs1)c1cc2ccccc2o1
    20.3	-0.1	-3.7	0.7	110.8	-0.3	27.1	19.9	0.83	-20.3
> COc1cccc(OCC(=O)Nc2cc(Cl)ccc2Oc2ccccc2)c1
    1.7	0.1	1.9	1	89.6	-0.1	-1.0	-0.9	0.73	-1.7
> CCNC(=S)Nc1ccc2cn[nH]c2c1
    3.2	0.4	-3.1	1.1	95.6	-0.3	-7.6	10.2	1.2	-3.2
> O=C(CNC(=O)c1ccccc1)OCc1cccc(Br)c1
    12.8	-0.4	0.7	1	100.4	-0.1	-2.4	1.9	0.89	-12.8
> CCn1c(SCCOc2ccc(Cl)cc2)nnc1-c1cccs1
    -13.3	1.2	0.2	1.1	91.0	0.4	-7.0	14.4	1	13.3
> COc1ccc2c(c1OC)C(=O)OC2Nc1ncc(Br)cc1Br (configuration not stated)
    -7.0	0.1	-6.5	1.1	95.8	-0.4	-8.5	2.3	0.98	7.0
> CC1=CC(=NOC(=O)/C=C/c2ccccc2)C=C(C)C1=O
    -11.0	-3.8	-2.0	1	97.7	-0.1	2.7	15.1	1.09	11.0
> Cc1c(Cl)cccc1NC(=O)Cn1c(-c2ccc(F)cc2)noc1=O
    -5.7	-0.2	-1.5	1	92.7	-0.4	2.6	12.3	1.42	5.7
> Cn1c(CCC(=O)OCC(=O)NCc2ccccc2Cl)nc(=O)c2ccccc21
    27.0	-0.2	-1.3	1.1	97.2	-0.4	-9.2	7.0	1.32	-27.0
> Fc1ccc(CNc2nc(-c3ccco3)cc(C(F)(F)F)n2)cc1
    -5.5	-0.5	-4.2	1	99.2	0.0	-4.6	-3.8	0.93	5.5
> Cc1cccc(CC(C)NC(=O)CCc2nnc(CCCCc3ccccc3)o2)n1 (configuration not stated)
    -9.4	-0.2	-3.9	1	105.1	-0.3	-3.1	4.5	1.11	9.4
> CCC(=O)Nc1cccc(-c2nnc(-c3cccc(NC(=O)CC)c3)o2)c1
    0.4	0.9	-4.7	1	112.4	-0.1	0.6	4.6	0.33	-0.4
> CC(C)CCn1c(Sc2nc3ccccc3o2)nc2c1c(=O)[nH]c(=O)n2C
    43.0	-0.2	0.0	1	84.9	0.0	-3.6	8.5	1.34	-43.0
> O=C(C(Cc1ccccc1)n1cccc1)N1CCN(c2ncccn2)CC1 (configuration not stated)
    8.7	-1.0	-5.5	1	97.8	-0.2	-3.9	9.1	1.22	-8.7
> O=C(NC(Cc1c[nH]c2ccccc12)C(=O)N/N=C/c1ccc(Br)cc1)c1cccs1 (configuration not stated)
    1.0	-0.8	3.9	1	103.6	0.1	-3.3	-4.7	1	-1.0
> Cc1ccc(C)c2nc3sc(C(=O)N4CCOCC4)c(N)c3cc12
    64.0	0.1	-4.3	1	143.5*	0.2	0.7	13.7	1.87	-64.0
> O=C(Nc1nc(-c2ccc(F)c(F)c2)cs1)c1cc([N+](=O)[O-])ccc1N1CCOCC1
    -0.6	0.6	-3.1	1.1	94.6	-0.1	-7.1	-20.5	1.03	0.6
> CC(=O)N(Cc1ccco1)C1(C(=O)NC2CCCCC2)CCCCC1
    3.8	-0.2	-6.2	1	103.3	-0.3	-4.2	6.0	1.21	-3.8
> NS(=O)(=O)c1ccc(NC(=O)CN2CCCCC2)cc1
    6.0	1.9	3.9	1.1	103.6	0.2	-6.2	4.5	1.85	-6.0
> CCCNC(=O)c1cc2nc(-c3ccccc3)cc(C(F)(F)F)n2n1
    -34.2	-0.7	2.6	0.6	100.1	-0.2	36.3	6.5	1.1	34.2
> CCC(=O)NC(=S)Nc1cccc(NC(=O)c2ccc(Cl)cc2Cl)c1
    -23.7	-2.6	4.5	1	103.2	-0.1	1.8	1.5	1.16	23.7
> CCOC(=O)C1(Cc2cccc(OC)c2)CCN(C/C=C/c2ccc(OC)cc2)CC1
    14.7	9.2	2.9	1	82.7	-0.4	-4.8	6.0	0.85	-14.7
> CCS(=O)(=O)N1CCC(C(=O)NCc2cccs2)CC1
    2.8	3.2	-3.0	1	91.7	-0.1	-0.4	-2.2	0.94	-2.8
> O=C(O)C1C2C=CC3(O2)C1C(=O)N1c2ccccc2COC13 (configuration not stated)
    -12.6	0.9	-4.5	1.1	101.4	-0.3	-5.5	4.6	1.48	12.6
> O=C(NCc1ccccc1C(F)(F)F)C1CC(c2ccccc2[N+](=O)[O-])=NO1 (configuration not stated)
    3.8	-0.1	-1.0	1.1	98.9	-0.1	-6.8	3.5	1.03	-3.8
> CCN(CCCNC(=O)COc1cc(=O)n(C)c2ccccc12)c1cccc(C)c1
    -7.5	0.4	-6.7	1	103.0	-0.2	-1.9	-2.0	0.9	7.5
> COc1ccccc1-n1c(SCC(=O)NC(C)(C)C)nnc1-c1ccco1
    -10.7	2.3	1.3	1.1	98.5	0.1	-7.7	3.6	1.23	10.7
> COc1ccc2nc(C)cc(SCC(=O)NNC(=O)COc3ccc(C)cc3)c2c1
    -2.4	-3.9	1.1	1.1	101.2	-0.1	-6.8	10.6	0.97	2.4
> CC1CCC(C(C)C)C(OC(=O)COC(=O)c2cccn2C)C1 (configuration not stated)
    -1.2	1.6	1.9	1	89.8	0.1	0.3	6.1	0.87	1.2
> Clc1ccc(N/N=C/c2cccs2)nn1
    17.2	-0.5	-1.6	1	110.6	0.1	4.0	-0.2	1.52	-17.2
> Cc1ccc(OCC(=O)O)c(-n2nc3ccccc3n2)c1
    -4.2	-8.7	-3.3	1.1	91.2	0.1	-8.4	2.9	1.09	4.2
> CCOC(=O)N1CCN(Cc2cccs2)CC1
    -0.7	0.2	-0.8	1	96.8	-0.2	-1.8	0.9	1.33	0.7
> Cc1c(NC(=O)c2cccc(S(=O)(=O)N3CCOCC3)c2)c(=O)n(-c2ccccc2)n1C
    10.7	1.3	6.5	1	94.3	0.1	-0.4	10.8	1	-10.7
> Cc1cc(C(=O)Nc2ccc(N3CCOCC3)cc2)c2ccccc2n1
    -33.4	-0.1	-7.3	1.1	104.1	-0.4	-6.6	-1.2	1.04	33.4
> CCOC(=O)c1sc(NC(=O)c2ccc(S(=O)(=O)N(CC)CC)cc2)nc1C
    -8.9	0.2	-1.0	1	110.5	-0.4	-3.2	11.4	1.03	8.9
> Cc1cccc(OCC(=O)N/N=C/c2ccc(N(C)C)cc2)c1
    -26.8	0.3	-5.0	1	94.6	-0.2	1.6	10.1	1.32	26.8
> Cc1ccc(C)c(SCC(=O)NCc2ccco2)c1
    11.3	1.0	-4.0	1	87.9	-0.4	-3.3	8.3	1.15	-11.3
> Cc1ccc(/C(N)=N/OC(=O)CCC2CCCCC2)cc1
    3.3	4.0	-12.2	1	100.3	0.0	1.9	5.6	2.28	-3.3
> CC(=O)c1ccc(N2CCC(C)CC2)c(F)c1
    -11.3	-0.6	5.8	1	111.9	-0.1	4.7	-7.0	1.14	11.3
> O=C(N/N=C/c1ccccc1)c1[nH]c2ccc(Br)cc2c1-c1ccccc1
    -88.5	0.4	2.9	1	111.4	-0.2	-0.6	-24.9	0.93	88.5*
> CCC12CC3CC(C1)CC(C(=O)Nc1nn[nH]n1)(C3)C2
    0.3	7.6	1.2	1.1	97.9	-0.5	-9.5	-8.4	1.3	-0.3
> CC(C)CC1NC(=O)N(CC(=O)N2c3ccccc3NC(=O)C2(C)C)C1=O (configuration not stated)
    -8.5	-0.6	-5.3	1	101.1	0.2	-0.3	8.4	1.24	8.5
> C/C(=N\Nc1ccc([N+](=O)[O-])cc1)c1cccc(N)c1
    35.2	-6.7	-4.3	1	122.2	-0.1	-2.0	10.0	2.14	-35.2
> N#Cc1c(NC(=O)CSc2ncc(-c3ccccc3)n2CC2CCCO2)sc2c1CCCC2 (configuration not stated)
    -11.6	-0.7	-1.7	1	98.5	0.0	-3.4	-1.4	0.79	11.6
> O=C(CN1CCCC1)NCC(=O)Nc1ccc(F)cc1
    12.9	-0.7	-5.6	1.1	104.7	0.0	-8.5	6.1	1.22	-12.9
> O=[N+]([O-])c1ccc2oc(C3CCCCC3)nc2c1
    40.4	-0.8	-5.0	1	122.3	-0.2	-0.3	8.6	1.68	-40.4
